Bioassay records (PubChem)
Peg3 prom inh: inhibitors of Peg3 promoter; HeLa PEG-Prom luciferase reporter, luminescence, overnight; inhibition, % at 20 µM; hit rate 1.7% among 360,000; AID 588405;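 active = inhibition of at least 50% at 20 µM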
NR2E3 ag-1: agonists of human nuclear receptor NR2E3. AID 2300. inhibition of corepressor binding, % at 4.78 µM. GST-NR2E3/biotin-RetCOR TR-FRET, 1536-well. Q9Y5X4. hit rate 0.12% among 320,000;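 active = percent inhibition above the cutoff of mean plus 3 SD of all tested compounds, set per screening campaign, cut at about 20% in these data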;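 note: 0% = DMSO wells and 100% = biotin wells as full block of FRET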
Target sequence (Q9Y5X4 whole entry, looked up): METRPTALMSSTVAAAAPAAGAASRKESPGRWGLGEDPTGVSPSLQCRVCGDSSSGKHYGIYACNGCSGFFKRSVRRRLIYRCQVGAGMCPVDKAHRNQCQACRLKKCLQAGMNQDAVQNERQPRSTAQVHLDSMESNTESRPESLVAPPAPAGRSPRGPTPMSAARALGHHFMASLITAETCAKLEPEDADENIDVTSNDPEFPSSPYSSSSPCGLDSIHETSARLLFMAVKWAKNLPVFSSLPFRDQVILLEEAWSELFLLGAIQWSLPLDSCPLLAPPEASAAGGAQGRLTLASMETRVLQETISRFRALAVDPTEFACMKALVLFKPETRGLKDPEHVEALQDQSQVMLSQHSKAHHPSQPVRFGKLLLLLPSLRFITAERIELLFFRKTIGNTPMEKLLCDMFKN
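System: GST-tagged NR2E3 plus biotinylated RetCOR corepressor; Amount: 1.35 nM GST-tagged NR2E3 final; Dosing: single nominal compound dose of 4.8 µM; Schedule: 5 h incubation at 4 °C; Technique: TR-FRET with europium anti-GST and streptavidin-D2, 340 nm excitation; Controls: biotin wells as high control, 0.6% DMSO wells as low control.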
TRPM1 prom inh: reduces MITF-dependent TRPM1 promoter luciferase signal. SK-MEL-5 TRPM1 promoter luciferase, 24 h. inhibition, % at 12.5 µM. hit rate 0.83% among 330,000;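 active = mean inhibition across replicates of 60% or more, whatever share of single replicates reaches that level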; note: values of inactives mirror those of a sister screen read the other way
HIF-2a block: blocks HIF-2a reporter activity. inhibition, % at 18.8 µM. 786-0 RCC cells HIF-2a reporter, luciferase luminescence, overnight. AID 624352. hit rate 0.72% among 360,000;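 active = inhibition of the luminescence signal of 40% or more relative to plate controls, in a single-dose primary screen at 18.75 µM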
KKLEB tox: counter-screen for CF NF-kB inhibitors: cytotoxicity; KKLEB CF airway cells viability, ATPlite luminescence, overnight; hits give low values; cells stimulated with P. aeruginosa culture filtrate; activity change (cytotoxicity), % at 5 µM; AID 602141; hit rate 0.36% among 360,000;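 active = corrected activity change at or below -50% at 5 µM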
hiPSC survival: hiPSC single-cell survival enhancement; ATPlite luminescence; 100% = ROCK inhibitor wells, 0% = DMSO; AID 602274; survival enhancement, % at 20 µM; hit rate 0.044% among 360,000; in the data active = survival enhancement above about 18%;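 note: cells exposed to compounds for 16 hours before the ATP read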
aDG glyco up: increases alpha dystroglycan glycosylation | Pro5-aDG cells, alpha-DG glycosylation AlphaScreen (IIH6); 0% Pro5, 100% B10-LARGE cell signal | activation, % at 10 µM | hit rate 0.22% among 360,000 | AID 624168;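 active = activation of at least 8% versus controls, or a plate z-score of at least 8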;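 note: Pro5 are CHO cells carrying HIG-tagged alpha-DG that lacks glycosylation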
NR2E3 ag-2: activates human NR2E3 receptor; CHO-S Gal4-NCOR/VP16-NR2E3 two-hybrid, luciferase; Q9Y5X4; inhibition of corepressor binding, % at 3.98 µM; AID 602229; hit rate 0.35% among 360,000;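 active = inhibition above the mean of all tested compounds plus 3 SD, cut at about 70% in these data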;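 note: 0% = DMSO with NR2E3 transfected cells and 100% = cells lacking NR2E3 construct; higher means lower luciferase signal from less NR2E3 corepressor binding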
Shn3 inh set2: reduces Shn3 3'UTR luciferase signal in osteoblasts; inhibition, % at 12.5 µM; Clone20 osteoblast Shn3 3'UTR firefly luciferase, 24 h; hit rate 0.52% among 360,000;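 active = mean inhibition of at least 75% with every replicate also reaching 75%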;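 note: 0% = median of neutral control wells and 100% = pilot-screen positive control compound; some compounds past the cut are filed as inactive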
TWEAK-Fn14 inh: inhibitors of TWEAK-Fn14 interaction signaling | AID 1159606 | TWEAK-stimulated Fn14 reporter cells, luciferase luminescence, 8 h | hit rate 2% among 360,000 | inhibition, % at 10 µM; in the data active = inhibition above about 50%
CF NFkB block: cystic fibrosis NF-kB activation inhibition | KKLEB NF-kB-GFP reporter, PAF-induced, GFP fluorescence overnight | inhibition, % at 5 µM | hit rate 0.86% among 360,000 | AID 588850;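 active = at least 50% inhibition at 5 µM, scaled per plate between neutral and stimulator controls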;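 note: PAF is a Pseudomonas aeruginosa culture filtrate used as stimulus; plate controls were PAF-stimulated DMSO wells for no effect and unstimulated DMSO wells for full effect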
The depositor's hits bear a star; nt = no result given.

Values run as follows: Peg3 prom inh, NR2E3 ag-1, TRPM1 prom inh, HIF-2a block, KKLEB tox, hiPSC survival, aDG glyco up, NR2E3 ag-2, Shn3 inh set2, TWEAK-Fn14 inh, CF NFkB block
- CCCCN(CC(=O)NCc1ccc(F)cc1)C(=O)c1ccco1
    0, -3, -5, 11, -7, 3.4, -0.2, 7, 9, 1, 3
- C=C(Cl)COc1ccc2c(CCCC)cc(=O)oc2c1
    -65, 3, -7, -61, -15, 0.4, 0.1, -40, 8, -20, 31
- Cc1ccc(NC(=O)c2ccc(CNc3c(N4CCOCC4)c(=O)c3=O)cc2)cc1
    -6, -1, -12, 6, 1, -0.8, -0.1, -18, 0, 3, -32
- Cn1nc(C(F)(F)F)c(-c2ccc(Br)cc2)c1NC(=O)C1CCC1C(=O)O (centres undefined)
    14, -2, 7, 14, 14, 0.2, -0.1, 21, -7, -7, -26
- Cc1cc(C(C)(C)C)ccc1OCCn1ccnc1
    10, 0, 8, 6, 3, -0.4, 0.7, 15, 25, -4, 8
- c1ccc(COc2cncc(-c3cccnc3)c2)cc1
    -45, 6, -64, -70, -5, 4.1, -0.2, -11, -10, -5, 11
- O=C(Nc1ccnn1C1CCN(CC2CC=CCC2)CC1)c1ccccc1 (centres undefined)
    1, nt, 1, 5, -1, 0.1, -0.1, -25, 15, -2, 17
- O=C(COC(=O)[C@@H]1CCCN1C(=O)c1cccs1)NCCc1ccccc1
    9, 3, 5, 10, 10, 0.7, -0.2, -3, -5, 12, -6
- Cc1cc(C)c2ccc3c(C)c(C)nc3c2[nH]1
    -12, 0, -1, -57, -25, -0.3, 1.4, -1, 18, 9, 23
- CCCN1CCC(C)(C(=O)Nc2ccccc2Oc2ccccc2)C1 (centres undefined)
    3, nt, nt, 11, -20, -1.2, -0.2, -22, 4, 1, 17
- CCOC(=O)c1sc(NC(=O)COC(=O)CNC(=O)c2ccco2)c(C(=O)OCC)c1C
    10, -2, -9, -1, -2, 0.5, -0.1, -1, -18, -36, -26
- O=C(Nc1ccncc1)c1cccc(S(=O)(=O)N2CCN(c3ccc(F)cc3)CC2)c1
    2, -1, 14, 4, -7, -0.4, 0.6, 15, 35, 14, 15
- CC(=O)c1cccc(NC(=S)N2CCN(S(=O)(=O)c3ccccc3)CC2)c1
    -9, nt, 1, -17, -19, 0.0, -0.6, -10, -12, -17, 27
- O=C(CN1C(=O)CC(c2ccccc2)=Nc2ccccc21)NCc1ccccc1
    22, 2, 9, 15, -3, 2.5, 0.7, -16, 10, 16, -6
- O=C(CNc1cccc([N+](=O)[O-])c1)NC(=O)NC1CCCCC1
    3, nt, -3, 5, 5, -1.1, -0.1, 7, 7, 23, 14
- Cc1cccc(NC(=O)c2cnn(-c3ccc(F)cc3)c2C2CCNCC2)c1C
    12, 3, 7, 16, 4, -0.7, 0.0, 0, 6, -3, -9
- CC(C)C(=O)Nc1ccc2c(c1)nc(CCN1CCN(c3ccccn3)CC1)n2C
    -22, nt, 1, 14, -25, -0.4, 0.0, -37, -11, 8, -1
- CSCCC(NC(N)=O)C(=O)NCc1ccc(Cl)cc1 (centres undefined)
    9, 3, 0, 0, -5, -0.3, 0.5, 8, 3, 8, -11
- O=C(NCc1cc2ccccc2[nH]1)C1CCC(=O)N(CCCN2CCCC2=O)C1 (centres undefined)
    -24, -2, 23, -37, 11, 0.1, -0.2, -6, -14, -17, -7
- COc1ccc(NC(=O)CC(=O)Nc2ccc(OC)cc2OC)c(OC)c1
    15, -3, 10, 33, 0, 0.6, -0.1, -19, 3, -15, -2
- Cc1ccc(OC(=O)c2c(C)nn(-c3ccccc3)c2C)cc1
    -314, 0, -80, -308, 3, 0.0, 0.2, -108, -79, -37, -9
- CC(C)CNC(=O)C(=O)Nc1ccc2c(c1)N(S(=O)(=O)c1cccs1)CCC2
    -45, -2, -2, -60, -6, -0.5, 0.0, -3, 29, -18, 16
- COc1ccc2occ(C(=O)c3cccs3)c2c1
    -250, 1, -79, -243, 7, -1.5, 0.3, -70, -56, -4, -12
- C#CC(CC)(CC)NC(=S)Nc1cccc(C(C)=O)c1
    1, 3, 12, 2, 1, -5.1, 0.2, 10, -2, 4, -1
- C=CCON1C(=O)C(=O)N(OCC=C)[C@H]2CCCC[C@H]21
    4, 2, nt, 19, 4, 0.2, -0.1, 11, -3, 17, 2
- CCOc1ccccc1N(C(=O)CNC(=O)c1ccco1)C(C(=O)NC(C)(C)C)c1ccncc1 (centres undefined)
    3, -1, 0, 7, -5, 1.4, 0.0, -6, 8, -1, 20
- OCCN1CCN(C(=S)c2ccc(-c3ccccc3)cc2)CC1
    52*, -5, -2, 88*, -2, -0.7, 0.0, -15, nt, 54*, 18
- O=C(Nc1cccc(NC(=O)c2ccco2)c1)c1cnccn1
    5, 1, 6, 18, 14, 0.7, -0.1, -2, 11, 1, 4
- O=C(OCc1ccccc1)N1CCC2CC1c1cc(Cl)ccc12 (centres undefined)
    -67, nt, -26, -107, -2, 0.6, 9.7*, -13, -8, 6, -8
- C=CCNC(=O)c1onc(CSc2cccc(OC)c2)c1C(=O)O
    -10, 1, 3, 18, 6, 1.1, 0.1, -7, -6, 5, -7

Next part:
Values run as follows: Peg3 prom inh, NR2E3 ag-1, TRPM1 prom inh, HIF-2a block, KKLEB tox, hiPSC survival, aDG glyco up, NR2E3 ag-2, Shn3 inh set2, TWEAK-Fn14 inh, CF NFkB block
- CCC(C)NCC(=O)Nc1sc2c(c1C(N)=O)CCC2 (centres undefined)
    -37, -3, -15, -28, 11, 1.3, -0.2, -5, 1, 0, -4
- CCN(CC)CCCNc1oc(-c2cccc(Cl)c2)nc1C#N
    7, 0, -9, -33, -5, -2.4, 1.2, 5, 3, -13, -11
- CC1=C(C(=O)OCC(C)C)C(c2cc3c(cc2Br)OCO3)NC(=O)N1C (centres undefined)
    24, 2, 2, 24, -2, 3.3, 0.0, 11, 21, 13, 18
- Cc1nn(Cc2ccccc2)c2c1C(c1ccc(Cl)cc1)C(C#N)=C(N)O2 (centres undefined)
    11, -2, 4, -1, -4, -0.8, 0.1, 6, 13, 21, 14
- O=C(Nc1nc(-c2cc(F)ccc2F)cs1)C1=NN(c2ccccc2)C(=O)CC1
    2, 5, 3, -21, -1, -1.0, 0.0, -9, 3, 34, -1
- Cc1ccc(C)c(C(=O)CCC(=O)NNC(=O)Cn2nc(C)cc2C)c1
    -2, -1, -3, 21, 2, -0.5, 0.1, -20, -5, 1, -15
- O=C(c1ccco1)N1CCC(n2nnc3ccccc32)CC1
    -3, 1, -2, 22, 12, -1.1, 0.1, -9, -7, 2, 5
- Cc1c(C)n(CC(O)CN2CCOCC2)c2ccccc12 (centres undefined)
    4, 0, 12, 12, -7, -2.7, 0.2, 0, 8, 9, 0
- O=C(CCc1ccccc1Cl)NC1CCCN(c2ccc(C(F)(F)F)cn2)C1 (centres undefined)
    -1, -1, 3, 3, -7, -0.5, -0.2, -1, 3, -5, 12
- CCCCn1c(N)c(N(CCOC)C(=O)CCCc2nc3ccccc3c(=O)[nH]2)c(=O)[nH]c1=O
    -5, -1, 3, -1, -9, 0.0, -0.4, 1, -7, 6, 5
- O=C(CSc1ccccc1Cl)c1ccco1
    -79, -2, -12, -106, 0, -3.6, -0.1, -5, -52, -1, 3
- CC(OC(=O)C1CCCCC1)C(=O)Nc1cccc(Cl)c1 (centres undefined)
    3, 0, 6, 11, -1, 0.0, 0.1, -21, 37, -13, 17
- CN(C)S(=O)(=O)c1cccc(NC(=O)CCc2nc3sc4c(c3c(=O)[nH]2)CCCC4)c1
    -5, 3, 6, -62, 8, -0.5, -0.4, -1, 7, 32, 23
- Cc1ccc(NC(=O)c2ccc(=O)n(CC(=O)Nc3ccccc3)n2)cc1
    1, 1, 17, 4, -7, -0.5, 0.2, -20, -12, 3, 12
- CCCn1c(C2CC(=O)N(c3cc(OC)ccc3OC)C2)nc2ccccc21 (centres undefined)
    6, 1, nt, 7, -9, 0.7, -0.1, -8, -6, 20, 4
- Cc1c(NC(=O)CSc2nc3ccccc3c(=O)n2C(C)C)c(=O)n(-c2ccccc2)n1C
    1, 2, 7, 3, -5, -0.2, 0.0, 16, -10, 5, 6
- CC1CCCCN1S(=O)(=O)c1ccc(C(=O)Nc2nnc(-c3ccccc3Cl)o2)cc1 (centres undefined)
    42, 0, 8, 21, 13, -0.6, 2.8, 11, 47, -13, 12
- COc1ccc(CCNC(=O)C2CC(=O)N(c3ccc(C(C)(C)C)cc3)C2)cc1OC (centres undefined)
    12, -2, 5, 9, 8, 0.2, -0.3, 12, -22, -2, 4
- O=C(NNC(=O)c1ccc(O)cc1O)c1ccc(-c2ccccc2)cc1
    -14, 2, 7, -25, 13, 0.2, 0.1, 10, 7, -36, -16
- C[C@H]1CN([C@@H](C)CO)S(=O)(=O)c2ccc(Br)cc2O[C@H]1CN(C)Cc1ccc(F)cc1
    5, nt, nt, 9, 7, -1.5, 0.1, 1, -1, 1, -57
- COC(=O)c1cc(S(=O)(=O)N2CCCCC2)ccc1N1CCOCC1
    2, 0, -8, 3, 12, -0.4, 0.1, 25, -15, 3, -15
- CCOC(=O)N1CCN(C(=O)Nc2cccc3ccccc23)CC1
    17, -4, 7, 16, 6, 0.7, -0.1, 1, -2, 34, -18

Entries of single compounds as entered above:
Listed for COc1ccc(NC(=O)CC(=O)Nc2ccc(OC)cc2OC)c(OC)c1 : Peg3 prom inh: 15; NR2E3 ag-1: -3; TRPM1 prom inh: 10; HIF-2a block: 33; KKLEB tox: 0; hiPSC survival: 0.6; aDG glyco up: -0.1; NR2E3 ag-2: -19; Shn3 inh set2: 3; TWEAK-Fn14 inh: -15; CF NFkB block: -2
Listed for c1ccc(COc2cncc(-c3cccnc3)c2)cc1 : Peg3 prom inh: -45; NR2E3 ag-1: 6; TRPM1 prom inh: -64; HIF-2a block: -70; KKLEB tox: -5; hiPSC survival: 4.1; aDG glyco up: -0.2; NR2E3 ag-2: -11; Shn3 inh set2: -10; TWEAK-Fn14 inh: -5; CF NFkB block: 11
